Screening data deposited in PubChem by several laboratories.
Dynein cargo inh – dynein cargo transport inhibition | 3617.4 mouse cells, GR-EGFP nuclear translocation imaging; test concentration mostly 20 µM; stimulated with dexamethasone, 1 µM; hits give low values | 220,000 tested, 0.47% active | z-score, hits read low;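 active means plate z-score of nuclear minus cytoplasmic receptor signal below a set negative limit, without overly bright fluorescence or cell loss, cut at about -3.5 in these data, passing the limit was not always enough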;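 further: z-score of nuclear minus cytoplasmic ring GR-EGFP intensity difference per well; some compounds called inactive have numbers as strong as hits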
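medium = tetracycline-free induction medium containing charcoal-stripped FBS | probe or stimulus = dexamethasone, 1.0 µM final | timing = 48 h induction, then 1 h compound, then 30 min agonist, 37 °C | detection = automated 10x imaging of fixed Hoechst-stained cells | read-out basis = nuclear versus cytoplasmic GR-EGFP signal, averaged per well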
ER stress rescue – rescue of cells from ER stress-induced death, primary screen, 384-well, CSM14.1, thapsigargin, ATP luminescence (AID 1222). CSM14.1 thapsigargin-induced death rescue, ATP luminescence; higher % means a stronger effect. cellular ATP content (survival), % at 20 µM; hits with a dose series show EC50 in µM. 190,000 tested, under 10 active;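 active means EC50 below 50 µM in the dose-response confirmation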;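 further: death triggered by thapsigargin at about 15 µM added after 2 h compound pretreatment; cell ATP read after overnight thapsigargin exposure of roughly 18 to 22 hours; normalized against plate controls of thapsigargin alone and 5% DMSO vehicle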
M17LAP inhibition – P. falciparum M17LAP inhibitors, primary screen, biochemical, fluorogenic H-Leu-NHMec substrate, 1536-well (AID 1619) | recombinant M17LAP, H-Leu-NHMec fluorogenic kinetic assay; higher % means a stronger effect | inhibition, % at 30 µM, or IC50 in µM where a hit was titrated | 220,000 tested, 0.38% active;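 active means compound inhibiting the enzyme by more than half at any dose during confirmatory dose-response retesting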;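 further: plate controls were full reaction with DMSO carrier for no effect and no enzyme background for full effect; strong numbers were not always called active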
MT stabilize HCS – microtubule stabilization, imaging screen. HeLa tubulin immunostaining HCS, 24 h; share of cells brighter than vehicle mean+2SD. % tubulin-high responders, % at 10 µM. 200,000 tested, 0.83% active;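 active means plate Z-score above 3 for both tubulin-high and condensed-nucleus cell shares, with cell loss under 80%, at 10 µM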;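 further: anti alpha tubulin signal scored within the nucleus-defined area of each cell; some results filed as inactive read as strong as hits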
Autophagy mod – modulators of autophagy; 190,000 tested, 0.98% active; calls only at 10 µM (by protocol); MEF GFP-LC3 puncta imaging; test concentration mostly 10 µM;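 active means percentage of spot-positive cells more than 3 SD above its plate mean, without a fluorescence outlier flag or 80% toxicity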;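 further: spot-positive cell cutoff set from DMSO-treated cells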
bCat nuc transl – modulators of beta-catenin nuclear translocation; HeLa beta-catenin nuclear translocation, immunofluorescence imaging; nuclear translocation activity, % at 5 µM; 190,000 tested, 0.3% active; AID 1665;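 active means nuclear translocation activity above 50% at 5 µM, with a well cell count of 50 or more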;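 further: per-cell ratio of nuclear to cytoplasmic median beta-catenin stain intensity; plate controls were DMSO negative control for no effect and GSK-3 inhibitor IX positive control for full effect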
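Test system: HeLa cells, endogenous beta-catenin; Compound: single 5 µM dose plus 0.02–20 µM confirmation series; Times: compound exposure 24 h at 37°C; Signal: fluorescence imaging of beta-catenin antibody stain plus DAPI; Read-out: % activation, nuclear-to-cytoplasmic median beta-catenin signal ratio per cell.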
P. falciparum M1AAP – malaria alanyl aminopeptidase activity blockers – biochemical, fluorogenic H-Leu-NHMec substrate, 1536-well (AID 1445); recombinant M1AAP, H-Leu-NHMec fluorogenic kinetic assay; higher % means a stronger effect; inhibition, % at 30 µM, or IC50 in µM where a hit was titrated; 220,000 tested, 0.42% active;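 active means primary inhibition above the hit cutoff, then over 50% inhibition at one or more dose response concentrations, cut at about 23% in these data, passing the limit was not always enough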;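 further: plate controls were DMSO full reaction for no effect and no enzyme background for full effect; strong numbers were not always called active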
Insulin prom up – MIN6 insulin promoter up-regulation | MIN6 insulin promoter-GFP reporter, high-content imaging; hits give high values | z-score at 5 µM | 190,000 tested, 0.3% active | AID 1625;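 active means z-score above 3 at 5 µM with at least 500 cells counted in the well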
K1F lysis inhibition – inhibition of K1F phage lysis, E. coli UTI89, bacterial capsule biogenesis inhibitors, alamar blue (AID 488966); 340,000 tested, 0.02% active; inhibition, % at 100 µM; hits with a dose series show IC50 in µM; E. coli UTI89 K1F phage lysis, alamar blue, 2 h; higher % means a stronger effect;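 active means phage lysis inhibition, versus mean bacterial control, above a set limit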;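 further: capsule biogenesis inhibitors block K1F phage lysis so surviving cells raise fluorescence; higher fluorescence means more inhibition of phage lysis; actives were called in the ten point dose series up to 300 µM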
Dynein cargo inh cytoplasmic EGFP – second read-out of Dynein cargo inh, no call of its own (marks repeat the call); z-score; measured here: cytoplasmic GR-EGFP intensity; hits give high values
Dynein cargo inh nuclear GR-EGFP – second read-out of Dynein cargo inh, no call of its own (marks repeat the call); z-score; measured here: nuclear GR-EGFP intensity;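 lower value marks the stronger effect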
Dynein cargo inh cell count – second read-out of Dynein cargo inh, no call of its own (marks repeat the call); z-score; measured here: cell count per field
Insulin prom up cell count – second read-out of Insulin prom up, no call of its own (marks repeat the call); cell count; measured here: cytotoxicity, nuclei count;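 total cells summed across four imaged fields per well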
bCat nuc transl cell count 5 µM – also measured in bCat nuc transl; calls as there; cell count; measured here: cell count, cytotoxicity flag
MT stabilize HCS Hoechst-high % – further read-out of MT stabilize HCS, marked with its call; % Hoechst-high responders; measured here: nuclear condensation Hoechst responders;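 share of cells brighter than vehicle mean plus two SD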
MT stabilize HCS cytotoxicity % – also measured in MT stabilize HCS; calls as there; toxicity, %; measured here: cytotoxicity by cell density;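 0% = mean cell density of plate MIN control wells and 100% = no cells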
Autophagy mod cell loss 18 h – recorded beside Autophagy mod, whose call it bears; toxicity, %; measured here: cell loss, nuclei count;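 cell loss after 18 h compound exposure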
* = called active by the depositor; i = inactive; · = not tested or not shown; [ ] = dose if it differs, or a comment. Hits appear at their usual frequency; overall some 2.9% were active at least once.

SMILES | Dynein cargo inh | Dynein cargo inh cytoplasmic EGFP | Dynein cargo inh nuclear GR-EGFP | Dynein cargo inh cell count | ER stress rescue | M17LAP inhibition | MT stabilize HCS | MT stabilize HCS Hoechst-high % | MT stabilize HCS cytotoxicity % | Autophagy mod | Autophagy mod cell loss 18 h | bCat nuc transl | bCat nuc transl cell count 5 µM | P. falciparum M1AAP | Insulin prom up | Insulin prom up cell count | K1F lysis inhibition
CCOc1ccc(C(=O)Oc2ccc(NC(C)=O)cc2)cc1 | -0.11 | -0.35 | 0.17 | 0.74 | -0.8% | 2% | 2.5 | 1.5 | 7.4 | i | -23 | -1.2 | 1073 | 9% | -0.34 | 1474 | ·
Cc1ccc(NNC(=O)c2cccs2)cc1Cl | 0.4 | -0.24 | 0.05 | -0.5 | · | 3% | · | · | · | · | · | -3.2 | 1126 | 5% | -0.56 | 1446 | 0.6%
CCCCCCC#Cc1ccc2c(c1)COc1c3ccccc3nn1-2 | 0.37 | -0.83 | 0.24 | 0.36 | · | -3% | · | · | · | · | · | 0.8 | 1365 | 1% | -0.69 | 901 | 3.3%
CCCCCCc1cc2cc(S(=O)(=O)c3ccc(F)cc3)c(=O)oc2cc1O | 1.4 | -0.14 | 0.97 | -0.44 | -2.6% | -10% | 3.6 | 1.6 | 4.6 | i | 3 | -0.5 | 1015 | -3% | 0.62 | 1127 | 0.2%
O=C(NCCCNCc1ccccc1)c1ccncc1 | -0.84 | -0.19 | -0.47 | 1.2 | -0.3% | 10% | 1.6 | 2.1 | 5.9 | i | -25 | -5.7 | 859 | -3% | 0.64 | 1188 | 5.3%
CC1CC(=O)N(Cc2ccccc2)c2ccccc2N1C=O (stereo unspecified) | 0.25 | -0.24 | 0.31 | 0.44 | -2.4% | 7% | 1.8 | 2.4 | 0.9 | i | -1 | · | · | 1% | 0.35 | 1201 | 0.3%
COc1ccc(C(=O)O)cc1S(=O)(=O)N(C)CCc1cccnc1 | -0.14 | -0.2 | -0.25 | 0.018 | 1.4% | 50% | 1.1 | 1.0 | 4.6 | i | 1 | -5.9 | 836 | 7% | 0.24 | 1208 | 0.2%
Cc1c(C(=O)O)oc2c1ccc1ccccc12 | -0.84 | -0.32 | -0.39 | 0.35 | -1.9% | 40% | 5.3 | 4.7 | 2.5 | i | 4 | -8.2 | 983 | 0% | -0.09 | 1327 | -0.3%
CSCCCNC(=S)N1CCN(c2ccc(C(C)=O)cc2)CC1 | 0.5 | -0.18 | 0.48 | -0.62 | 1.3% | 3% | 3.8 | 3.2 | 5.0 | i | 5 | 0.0 | 1103 | 1% | -0.66 | 1262 | 1.5%
CC(C)CNC1=C(C(=S)Nc2ccccc2)C(=O)CC(C)(C)C1 | -0.17 | -0.22 | 0.053 | 0.017 | -0.5% | -10% | 2.8 | 2.3 | 9.5 | i | 15 | -5.2 | 603 | 4% | -0.33 | 1306 | 5.0%
Cc1ccc(-c2nnc(SCC(=O)Nc3ccc(S(=O)(=O)N4CCCCCC4)cc3)o2)cc1 | -0.11 | -0.19 | -0.23 | 0.46 | -0.8% | 12% | 0.3 | 1.9 | 11 | i | 0 | -2.2 | 1237 | 0% | 0.37 | 1077 | i
O=C(Cc1ccccc1)NC(=S)Nc1ccc2oc(-c3ccccc3)nc2c1 | 0.23 | -0.15 | -0.035 | -0.32 | -2.1% | -3% | 5.0 | 2.9 | 1.5 | i | 0 | -1.2 | 1129 | 5% | -0.01 | 1575 | ·
Cc1ccc(S(=O)(=O)Nc2cc(=O)[nH]c(SCC(=O)Nc3cccc(C)c3)n2)cc1 | -0.25 | -0.26 | 0.32 | 0.4 | · | 0% | · | · | · | · | · | -0.8 | 1315 | 3% | -1 | 1038 | 0.1%
CC(Sc1nc2ccccc2c(=O)n1Cc1ccco1)C(=O)c1ccccc1 (stereo unspecified) | 1.3 | -0.17 | 0.79 | -0.42 | -1.3% | 9% | 2.9 | 2.6 | 13 | i | -6 | -2.8 | 723 | 0% | -1.2 | 1389 | 0.2%
O=C(Oc1coc(CSc2nnc(NC(=O)C3CC3)s2)cc1=O)c1c(F)cccc1F | -0.32 | -0.12 | -0.12 | -0.036 | 1.6% | 15% | 4.4 | 2.6 | 5.5 | i | 1 | · | · | 1% | -0.17 | 1221 | 0.4%
O=C(Cc1ccc(-n2cccc2)cc1)N1CCN(c2ccccc2F)CC1 | 1.4 | -0.065 | 0.85 | -1.2 | -0.2% | 0% | 2.3 | 2.9 | 13 | i | -8 | -5.3 | 1007 | 8% | -0.07 | 1471 | 0.8%
CCn1nc(C)c(/C=N/NC(=O)CSc2ccccn2)c1C | -0.11 | -0.22 | 0.53 | -0.71 | · | 6% | · | · | · | · | · | -2.0 | 1381 | 10% | · | · | ·
COc1ccc(NC(=O)N2CCN(c3ccc([N+](=O)[O-])cc3)CC2)cc1 | -1 | -0.34 | -0.5 | 0.84 | -1.0% | 12% | 2.0 | 1.8 | 3.0 | i | -1 | -1.7 | 1607 | 5% | -1.1 | 1552 | -0.5%
O=C(NCC1CCCO1)c1cccc(NC(=O)c2ccco2)c1 (stereo unspecified) | 2.6 | -0.09 | 1.5 | -1.7 | -2.1% | 7% | 4.2 | 1.8 | 4.2 | i | 5 | · | · | 0% | -0.81 | 1320 | 0.4%
Cc1ccc(C2(CCNS(=O)(=O)c3ccc(C)cc3)CCOC(C(C)C)C2)cc1 (stereo unspecified) | 2.1 | -0.085 | 1.3 | -1 | -3.8% | -6% | 4.8 | 1.0 | 14 | i | 7 | -0.5 | 969 | 13% | -0.53 | 2284 | -2.7%[50 µM]
Oc1ccc(/C=N/n2c(-c3ccco3)csc2=Nc2cccnc2)c(O)c1 | -0.36 | -0.32 | -0.54 | 0.65 | -0.6% | 20% | 2.3 | 1.9 | 3.5 | i | 8 | -5.4 | 559 | 1% | -1.3 | 1232 | 2.0%[50 µM]
Cc1ccc2nc(-c3ccc(NS(C)(=O)=O)cc3)cc(-c3ccccc3)c2c1 | -0.52 | -0.0038 | -0.37 | 0.13 | -0.4% | -6% | 1.1 | 1.1 | 12 | i | -7 | -0.6 | 1489 | -4% | 2.4 | 1489 | 2.8%
Cc1ccc(/C=c2\sc3n(c2=O)CN(c2cccc(Br)c2)CN=3)o1 | -0.7 | -0.2 | -0.4 | 1 | -0.6% | 6% | 1.7 | 1.8 | 1.8 | i | -3 | 1.5 | 1346 | 7% | -0.3 | 1739 | 1.9%
COc1ccc(O)c(CN2CCN(C/C=C/c3ccccc3)CC2)c1 | -0.53 | -0.2 | 0.1 | 0.13 | -0.3% | -2% | 3.5 | 3.3 | 1.6 | i | 2 | 3.3 | 1141 | 4% | -0.94 | 1001 | 6.2%
CN1c2ccccc2-c2nc3ccccc3n2C1c1ccncc1 (stereo unspecified) | 0.08 | -0.29 | -0.16 | 0.45 | -2.2% | -5% | 4.9 | 5.0 | 11 | i | -9 | -6.7 | 1190 | 6% | -0.39 | 1328 | -0.1%
Continuation:
SMILES | Dynein cargo inh | Dynein cargo inh cytoplasmic EGFP | Dynein cargo inh nuclear GR-EGFP | Dynein cargo inh cell count | ER stress rescue | M17LAP inhibition | MT stabilize HCS | MT stabilize HCS Hoechst-high % | MT stabilize HCS cytotoxicity % | Autophagy mod | Autophagy mod cell loss 18 h | bCat nuc transl | bCat nuc transl cell count 5 µM | P. falciparum M1AAP | Insulin prom up | Insulin prom up cell count | K1F lysis inhibition
CCOCCCNc1nc(C)nc2c1nnn2Cc1c(F)cccc1Cl | -0.34 | -0.3 | -0.18 | 0.56 | · | 6% | 2.5 | 1.7 | 2.4 | i | 20 | 5.3 | 1028 | 9% | -1.2 | 1241 | -1.3%
Cc1cccc(NC(=S)NNC(=O)c2csc3c2CCCC3)c1 | -1.1 | -0.19 | -0.061 | 0.0016 | -1.9% | -13% | 2.1 | 1.3 | 6.1 | i | -29 | 1.1 | 1295 | -12% | -0.12 | 1633 | 1.1%
COC(=O)C(C)(C)ONC(=O)Nc1ccc(C)cc1 | -0.59 | -0.28 | -0.096 | 1.9 | -2.7% | 10% | 3.0 | 3.7 | 2.7 | i | -18 | -0.8 | 1136 | 2% | 0.12 | 1348 | 1.7%[50 µM]
CCOC(=O)c1ccccc1NC(=O)Cn1cnc2c1c(=O)n(C)c(=O)n2C | -1 | -0.41 | -0.23 | 0.26 | 1.2% | -16% | 2.9 | 3.1 | 15 | i | 2 | -3.8 | 951 | -3% | -0.38 | 1491 | -0.3%
CC1Cc2ccccc2N1C(=O)COC(=O)c1ccc(Br)o1 (stereo unspecified) | 1 | -0.12 | 0.81 | -0.84 | -1.4% | -3% | 2.1 | 1.0 | 5.2 | i | -9 | -5.4 | 1064 | -1% | -0.25 | 1624 | 1.6%
CCOC(=O)c1c(CN2CCC(C)CC2)n(C)c2cc(Br)c(OC)cc12 | -1.2 | -0.2 | -0.33 | 0.97 | · | 3% | · | · | · | · | · | -0.6 | 1317 | 1% | -0.44 | 1068 | -0.7%
